Polio RdRp inh = poliovirus RdRp elongation inhibitors, primary screen, biochemical, fluorescence polarization, total intensity; Genome polyprotein (Poliovirus type 1 (strain Mahoney)), P03300; actives 0.66% (n = 150,000); poliovirus polymerase elongation; active compounds read low; % elongation, % (compound at 16.7 µg/mL); AID 588519, 2011; in the data active means % elongation below about 90%; further: some results filed as inactive read as strong as hits
Target sequence (P03300 1749-2209 limits assumed): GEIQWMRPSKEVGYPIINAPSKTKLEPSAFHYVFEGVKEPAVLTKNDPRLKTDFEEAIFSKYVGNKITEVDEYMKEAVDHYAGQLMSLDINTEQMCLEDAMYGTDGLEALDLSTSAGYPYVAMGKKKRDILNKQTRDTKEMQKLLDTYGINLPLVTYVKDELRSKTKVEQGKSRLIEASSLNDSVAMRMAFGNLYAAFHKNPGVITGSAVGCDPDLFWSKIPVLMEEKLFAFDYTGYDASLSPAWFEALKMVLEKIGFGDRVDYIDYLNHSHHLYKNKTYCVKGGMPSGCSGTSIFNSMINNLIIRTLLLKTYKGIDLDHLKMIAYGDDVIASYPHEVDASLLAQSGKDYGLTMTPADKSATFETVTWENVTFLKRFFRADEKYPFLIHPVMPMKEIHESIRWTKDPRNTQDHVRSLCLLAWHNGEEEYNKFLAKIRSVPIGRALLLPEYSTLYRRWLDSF
Polio RdRp inh FP z-score = second read-out of Polio RdRp inh, no call of its own (marks repeat the call); z-score; measured here: FP z-score; hits read low
The depositor's hits bear a star. This is a subset; rates above refer to the full screens.

Values run as follows: Polio RdRp inh, Polio RdRp inh FP z-score
> N#Cc1ccc(CSc2ccc3c(c2)OCCO3)cc1
→ 107.0, 0.6
> COc1ccc2cc(C(=O)CBr)ccc2c1
→ 103.0, 0.3
> C=CCN(C(=O)Cc1ccc(OC)cc1)c1nnc(-c2ccc(Cl)cc2)s1
→ 102.0, 0.3
> O=C(OCC(=O)N1CCc2ccccc21)C1CC2C=CC1C2 (stereo unspecified)
→ 102.0, 0
> O=C(Cn1nc2c(cc1=O)CCCC2)NCc1ccccc1Cl
→ 109.0, 0.3
> Cn1c(P(C)(=O)O)nc2ccccc21
→ 102.0, -0.2
> CSc1nnc2c(n1)OC(c1cccc(O)c1Cl)Nc1ccccc1-2 (stereo unspecified)
→ 106.0, 0.2
> O=C(Nc1ccccc1N1CCOCC1)C1CCN(c2nccc(C(F)(F)F)n2)CC1
→ 101.0, -0.1
> Cc1[nH]n(-c2cccc(Cl)c2)c(=O)c1C1CC(=O)N(c2ccccc2)C1=O (stereo unspecified)
→ 101.0, -0.1
> O=C(CN1C(=O)c2ccccc2C1=O)NC1=NCCS1
→ 101.0, -0.3
> COc1ccc(NC(=O)CNc2ccc(NC(C)=O)cc2)c(OC)c1
→ 106.0, 0.3
> CC1CCN(S(=O)(=O)c2ccc3c(ccc(=O)n3CC(=O)NCc3ccc(Cl)cc3)c2)CC1
→ 108.0, 0.2
> CCOc1ccc2oc(=O)cc(CN3CCOCC3)c2c1
→ 103.0, 0.5
> Cc1ccc(C(=O)Nc2ccc3c(c2)N(C)C(=O)c2ccccc2S3)cc1F
→ 105.0, -0.2
> COc1ccc(-c2oc3ncn(Cc4ccco4)c(=N)c3c2-c2ccc(OC)cc2)cc1
→ 102.0, 0.1
> COc1cnn(-c2ccccc2)c(=O)c1OC
→ 102.0, 0.9
> O=C1NC(C(=O)O)=CC(c2ccccc2)N1 (stereo unspecified)
→ 102.0, 0.1
> Cc1ccc(N(C)NC=C(C#N)C#N)nn1
→ 91.0, -2.8
> CCn1c(C(=O)N2CCC(C(=O)O)CC2)cc2sccc21
→ 102.0, -0.6
> Cc1c(Cl)cccc1NCc1nc2ccccc2s1
→ 103.0, 0.7
> O=C(O)c1cccc(Nc2nc(Nc3ccccc3)nc(N3CCCC3)n2)c1
→ 101.0, -0.2
> O=C(O)CCc1c(-c2ccccc2)cc2ccccn12
→ 104.0, 0.1
> CN1CCN(/N=C/c2ccc(Cl)cc2)CC1
→ 104.0, 1.3
> CC(C)CCOc1ccc(Cn2c(=O)sc3ccccc32)cc1
→ 107.0, 0.3
> COc1ccc(CN(C)C(=O)c2ccccc2OC)cc1
→ 101.0, -0.4
> O=C(OCCN1CCCC1=O)c1cccs1
→ 102.0, 0.1
> CCOC(=O)COc1cccc(Cl)c1
→ 101.0, -0.1
> CCOC(=O)C1CCC(CN(Cc2ccc(OC)cc2)S(=O)(=O)c2ccc(F)c(C(=O)Nc3cc(Cl)ccc3OC)c2)CC1 (stereo unspecified)
→ 110.0, 0.3
> CCOC(=O)COc1ccccc1C(=O)O
→ 102.0, 0.3
> COc1ccc(NC(=O)CCN2CCN(C3c4ccccc4-c4ccccc43)CC2)cc1
→ 102.0, 0.4
> CC1CC(C)CN(C(=O)CSc2nncn2-c2cccc(Cl)c2)C1 (stereo unspecified)
→ 106.0, 0.2
> COc1ccc(CNC(=O)c2cc3c(-c4ccccc4F)nn(C)c3s2)c(OC)c1
→ 110.0, 1
> Cc1ccc(NC(=O)Nc2nnc(SCC(=O)N3CCCCC3)s2)cc1
→ 105.0, -0.4
> COC(=O)CN1C(=O)CSc2ccc(S(=O)(=O)Nc3cc(C)ccc3C)cc21
→ 108.0, 0.2
> O=C(NCc1ccco1)c1ccc2c(=O)n(C3CCCCC3)c(SCc3cc(F)ccc3F)nc2c1
→ 102.0, 0.6
> CCOC(=O)N1CCN(C(=O)c2ccc(-n3c(=S)[nH]c4ccccc4c3=O)cc2)CC1
→ 102.0, 0.3
> COc1ccc(-c2oc(NC(=O)Cc3ccc(OC)c(OC)c3)c(C#N)c2-c2ccc(OC)cc2)cc1
→ 100.0, 0
> COc1ccc(CNC(=O)c2cccn2-c2nnc(N3CCCCC3)s2)c(OC)c1
→ 112.0, 1.2
> COc1ccc(C2Nc3ccccc3-c3cc(C)nn32)cc1OC (stereo unspecified)
→ 104.0, 0.2
> Cn1c(/C(C#N)=C(\O)CN2C(=O)CCC2=O)nc2ccccc21
→ 102.0, 0.6
> CCOc1ccc2cc(-c3csc(N)n3)c(=O)oc2c1
→ 104.0, 0
> COc1cccc(Nc2sc(C(=O)c3ccc(Cl)cc3)c(N)c2C(=O)NCc2ccc(C)cc2)c1
→ 109.0, 0.4
> Cc1ccc(C2=CC(c3ccc(Cl)cc3)n3nc(-c4ccc(C)cc4)nc3N2)cc1 (stereo unspecified)
→ 102.0, -1
> CC(C(=O)C(C#N)c1nc2ccccc2n1C)N1C(=O)c2ccccc2C1=O (stereo unspecified)
→ 107.0, 0.5
> CC1(C)NN(CCO)C(=Nc2ccccc2)S1
→ 104.0, 0.4
> Cc1cccc(NC(=O)c2ccc3ccccc3c2)c1C
→ 99.0, -1.4
> CCOC(=O)C1CCCN(C(=O)Cn2ncn3c(cc4sc(CC)cc43)c2=O)C1 (stereo unspecified)
→ 109.0, 0.8
> COc1ccc(N2CCN(C(CNC(=O)C(=O)NCc3cccnc3)c3cccnc3)CC2)cc1 (stereo unspecified)
→ 106.0, -0.6
> COc1ccc(C2CC(=O)C(C=NCC(C)C)=C(O)C2)cc1 (stereo unspecified)
→ 104.0, 0.6
> COc1ccccc1NC(=O)C1CCN(S(=O)(=O)c2cn(C)cn2)CC1
→ 108.0, 0.3
> CSc1nc(NC(C)C)nc(N(C)C(N)=O)n1
→ 102.0, -0.2
> Cc1cccc(C)c1NC(=O)Cn1c(SCC(=O)NCc2ccccc2)nc2ccccc21
→ 108.0, 0.4
> COC(=O)C1CCN(S(=O)(=O)c2ccccc2)CC1
→ 101.0, -0.4
> CCCN(CCC)C(=O)CSc1nc2ccsc2c(=O)n1Cc1ccccc1Cl
→ 102.0, 0.2
> Cc1nnc(N2C(=O)c3oc4ccccc4c(=O)c3C2c2cccc(OCCC(C)C)c2)s1 (stereo unspecified)
→ 103.0, -0.2
> CC1=C(c2ccc(F)cc2)S(=O)(=O)N=C1N1CCC(C(=O)NCCc2ccccc2)CC1
→ 109.0, 0.3
> Cc1ccc2c(cnn2C(=O)CCC(=O)O)c1
→ 102.0, 0.2
> CCn1c(SC)nnc1C1CCCN1CC(=O)NCc1cccs1 (stereo unspecified)
→ 102.0, 0
> CCOc1ccc2nc(C)cc(Nc3ccccc3OCC)c2c1
→ 102.0, -0.3
> Cc1c(NC(=O)C(F)(F)F)ccc2nc3c(=O)n(C)c(=O)n(C)c3nc12
→ 103.0, -0.4

Profiles, looked up by structure:
Shown for COC(=O)C1CCN(S(=O)(=O)c2ccccc2)CC1 → Polio RdRp inh = 101.0; Polio RdRp inh FP z-score = -0.4
Shown for Cc1ccc2c(cnn2C(=O)CCC(=O)O)c1 → Polio RdRp inh = 102.0; Polio RdRp inh FP z-score = 0.2

Next structures follow.
Values run as follows: Polio RdRp inh, Polio RdRp inh FP z-score
> O=C1OCC(c2cccs2)=C1c1cccs1
→ 108.0, 0.5
> Cc1nc(Cc2nnc(SCC(=O)NC(C)(C)C)o2)cs1
→ 103.0, 0.1
> O=C(/C=C/c1cccs1)C(C(=O)c1ccccc1)=C1SCCCCS1
→ 103.0, 0.2
> Cc1cc(NC(=O)c2ccccc2)n(-c2nc3ccccc3[nH]2)n1
→ 101.0, -0.2
> Cc1nc2c(C(=O)NCCc3ccc(Cl)cc3)c[nH]n2c(=O)c1Cc1ccc(Cl)cc1
→ 107.0, 0.6
> S=C(NCC1CCCO1)N/N=C1\C2CN3CCN(C2)CC1(Cc1ccccc1)C3 (stereo unspecified)
→ 100.0, -0.4
> CC1CCN(S(=O)(=O)c2ccc(S(=O)(=O)NCc3ccccc3)cc2)CC1
→ 101.0, -0.1
> COc1cccc(CNCCc2c[nH]c3ccccc23)c1
→ 101.0, -0.2
> CCOc1ccc(OCC)c(NC(=O)CNS(=O)(=O)c2cccs2)c1
→ 101.0, 0.1
> Cc1c(Cl)cccc1NC(=O)NCc1cccnc1
→ 101.0, -0.4
> CCc1ccc(Nc2ncnc3c2nc2n3CCCCC2)cc1
→ 99.0, -0.9
> CCCCCn1cc2c(c1-c1ccc(Br)cc1)c(=O)n(C)c(=O)n2C
→ 108.0, 0.5
> O=C(NCCCN1CCOCC1)c1cc2c(s1)CCC2
→ 102.0, 0.1
> Cc1ccccc1NC(=O)c1c(NC(=O)C(C)Oc2cccc(Cl)c2)sc2c1CCCC2 (stereo unspecified)
→ 87.0*, -2.9*
> CC1Cc2ccccc2N1C(=O)C1CCCCN1S(=O)(=O)c1ccc(Cl)cc1 (stereo unspecified)
→ 101.0, 0
> Cc1cc(O)cc(=O)n1Cc1cccnc1
→ 101.0, 0
> Cc1cccc(C)c1NC(=O)c1c(C)oc2c1C1=NCCN1C=N2
→ 105.0, -0.3
> CCCC1=Nc2cc(C(=O)NC3CCCC3)ccc2Sc2ccccc21
→ 104.0, 0.7
> CC(C)(C)C(=O)Nc1cc(NC(=O)C(C)(C)C)cc(C(=O)Nc2ccc(Oc3ccccc3)cc2)c1
→ 100.0, -0.1
> Cc1ccc(NC(=O)N2CCCn3c(SCc4ccc(F)cc4)nnc32)cc1
→ 102.0, 0.2
> CC(C)(C)C(=O)NC(=S)NC1CCSC1=O (stereo unspecified)
→ 102.0, 0.3
> COc1cccc(C(=O)c2sc(NC(C)C)nc2N)c1
→ 104.0, 1
> N#Cc1cc2cc3c(cc2nc1SCC(=O)NC1CCCCC1)OCCO3
→ 99.0, -1.1
> CNS(=O)(=O)c1cccc(S(=O)(=O)c2cccc(S(=O)(=O)NC)c2)c1
→ 99.0, -0.2
> Cc1ccc(S(=O)(=O)c2nnn3c2nc(NC2CCCCC2)c2sccc23)cc1C
→ 108.0, 0.3
> Cc1cnc(C(=O)Nc2ccc(S(=O)(=O)NC3=NCCCCC3)cc2)cn1
→ 103.0, 0.1
> COC(=O)c1ccc(/C=C2/NC(=O)NC2=O)cc1
→ 100.0, -0.3
> CCOC(=O)c1cc(-c2ccc(OC)cc2)n(CCC(=O)NC2CCC(C)CC2)c1C (stereo unspecified)
→ 102.0, -0.2
> COC(=O)c1cc(NC(=O)Cn2nc(-c3ccccc3)c3c(c2=O)CCCC3)cc(C(=O)OC)c1
→ 103.0, -0.6
> Cc1ccn2cc(CSC(=S)N3CCOCC3)nc2c1
→ 101.0, -0.2
> CCCN1CC23C=CC(O2)C(C(=O)O)C3C1=O (stereo unspecified)
→ 99.0, -0.7
> CCCCN1C(=O)S/C(=C\c2cc(C)n(C)c2C)C1=O
→ 99.0, -0.5
> CC(C)CCN(Cc1ccco1)C(=O)c1cc2c(s1)-c1ccccc1OC2
→ 106.0, 0.4
> OCCNCCOc1ccc(I)cc1
→ 100.0, -0.3
> Cc1cccc(OCC(=O)Nc2ccc(Cl)c(-c3nc4ccccc4[nH]3)c2)c1
→ 108.0, 0.1
> CCCc1cc(=O)[nH]c(SCc2ccc(C#N)cc2)n1
→ 104.0, 1.2
> O=C(C1CCN(S(=O)(=O)c2ccccc2)CC1)N1CCCCC1
→ 102.0, 0.3
> COCCNC(=O)c1sc2nc3n(c(=O)c2c1C)CCC3
→ 109.0, 0.4
> CCOC(=O)N1CCN(C(=O)c2cnn(-c3cccc(C)c3)c2-n2cccc2)CC1
→ 117.0, 2.2
> CN(C)c1ccc(-c2n(C)c3ccccc3[n+]2C)cc1
→ 101.0, 0
> Cc1cc(C)c(NC(=O)Cn2c(=O)n(-c3ccc(F)cc3)c(=O)c3c(C)c(C(=O)N(C)C)sc32)c(C)c1
→ 101.0, -1.1
> COC(=O)c1ccc(COC(=O)c2cccs2)cc1
→ 102.0, 0.4
> CCn1c(SCC(=O)Nc2sccc2C(N)=O)nnc1-c1ccco1
→ 97.0, -0.5
> CC(C)Oc1ccc(CNC(=O)C2CCCCN2S(=O)(=O)c2ccc(F)cc2)cc1 (stereo unspecified)
→ 113.0, 1.3
> O=c1nc(N2CCOCC2)ccn1Cc1ccc(Br)cc1
→ 99.0, -0.1

3 of these compounds in another layout:
Molecule: Cc1cccc(OCC(=O)Nc2ccc(Cl)c(-c3nc4ccccc4[nH]3)c2)c1
  Polio RdRp inh: 108.0
  Polio RdRp inh FP z-score: 0.1

Molecule: O=C(C1CCN(S(=O)(=O)c2ccccc2)CC1)N1CCCCC1
  Polio RdRp inh: 102.0
  Polio RdRp inh FP z-score: 0.3

Molecule: CCCN1CC23C=CC(O2)C(C(=O)O)C3C1=O (stereo unspecified)
  Polio RdRp inh: 99.0
  Polio RdRp inh FP z-score: -0.7

Further structures
Values run as follows: Polio RdRp inh, Polio RdRp inh FP z-score
> O=C(CCC(=O)N1CC2CCCN2c2ccccc21)NCc1ccco1 (stereo unspecified)
→ 102.0, 0.6
> O=C(OCC1CC2C=CC1C2)c1cc2ccccc2oc1=O (stereo unspecified)
→ 101.0, -0.2
> Fc1ccc2c(c1)-c1nc(-c3ccccc3)cc(-c3ccccc3)c1CO2
→ 108.0, 1
> Cc1ccc(CSc2nncn3c2cc2sccc23)cc1
→ 117.0, 1.7
> Cc1ccccc1-c1noc(-c2ccc(N3CCCCC3)c([N+](=O)[O-])c2)n1
→ 103.0, -1
> Cc1cccc(-c2nnc(C3CCN(S(=O)(=O)c4cccc(Cl)c4)CC3)o2)c1
→ 104.0, -0.1
> CC(C)(C)C(=O)C[n+]1cccc(/C=N/O)c1
→ 99.0, -0.1
> COc1ccc(C(=O)Nc2nnc(S(=O)(=O)N3CCCCCC3)s2)cc1OC
→ 102.0, -1.5
> O=C1CC(Sc2ncccc2C(=O)O)C(=O)N1 (stereo unspecified)
→ 101.0, -0.6
> Cc1cccc(CNS(=O)(=O)c2ccc(-c3coc(C)n3)cc2)c1
→ 107.0, 0
> CN1C(=O)NC(=O)/C(=C\C=C\c2ccco2)C1=O
→ 105.0, 0.8
> Cc1cc(N2CCN(c3ncccn3)CC2)nc2ccc(NC(=O)c3cccc(F)c3)cc12
→ 102.0, 0.5
> CC1C(c2cccs2)=[N+]([O-])C(C)(C(=O)c2ccc(F)cc2)N1O (stereo unspecified)
→ 103.0, 0.2
> COc1ccc(NC(=O)c2c(-c3ccc(C)cc3)nnc3ccccc23)c(OC)c1
→ 102.0, -1.1

Screening results deposited in PubChem by ICCB-Longwood Screening Facility, Harvard Medical School.
